Bioassay records (PubChem)
NCOA1 inh: SRC1 coactivator transcriptional activity inhibitors, primary screen, cell-based, luminescence; Nuclear receptor coactivator 1 (Homo sapiens), Q15788; HEK293 GAL4-SRC1 luciferase reporter; inhibition, % at 3.6 µM; hit rate 0.12% among 360,000; AID 588354, 2011;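 active means inhibition above the campaign mean plus 3 SD, with each screening campaign given its own cutoff, cut at about 60% in these data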;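 further: 0% = DMSO treated cells and 100% = gossypol at 36 µM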
ABHD5 PLIN5 PPI: ABHD5-PLIN5 interaction inhibitors, primary screen, cell lysate, split luciferase complementation, luminescence; Perilipin-5 (Homo sapiens) + 1-acylglycerol-3-phosphate O-acyltransferase ABHD5 (Homo …; Split G. princeps luciferase complementation, 4 h; inhibition, % at 4 µM; hit rate 0.78% among 360,000;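 active means inhibition above the mean inhibition across every tested compound plus 3 SD, cut at about 22% in these data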;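 further: 0% = DMSO only wells and the 100% control is not disclosed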
MC4R ag barr: MC4R agonists recruiting beta-arrestin, primary screen, cell-based, luminescence, agonist arm of biased-ligand search; U2OS MC4R beta-arrestin complementation; percent of melanotan II response, DMSO zero; activation, % at 8.9 µM; hit rate 0.98% among 360,000; AID 540308, 2011;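 active means activation above a per-plate cutoff, the mean activation of sample wells on that plate plus 3 SD, cut at about 8% in these data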
NOD2 RIPK2 PPI: NOD2-RIPK2 binding disruptors in cells, primary screen, fluorescence, CHO cells, BLA complementation; hit rate 0.38% among 360,000; Receptor-interacting serine/threonine-protein kinase 2 (Homo sapiens), O43353; CCF4 ratio; inhibition, % at 4.98 µM; in the data active means inhibition above about 21%;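 further: 0% = vehicle only and 100% = reference blocker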
EBV LMP1 NFkB: EBV LMP1-driven NF-kappaB luciferase reporter inhibitors, primary screen, cell-based, luminescence, single point. LMP1-induced NF-kappaB luciferase reporter cells. hit rate 0.69% among 350,000. inhibition, % at 12.5 µM; in the data active means inhibition above about 41%;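 further: 0% = neutral control wells and 100% = reference inhibitor control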
LRH-1 inv ag: LRH-1 (NR5A2) inverse agonists, primary screen, cell-based, luminescence, HEK293T, StAR-luciferase reporter; Nuclear receptor subfamily 5 group A member 2 (Homo sapiens), O00482; LRH-1 transfected, 24 h; inhibition, % at 3.6 µM; hit rate 0.13% among 360,000;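 active means inhibition above the mean inhibition of all tested compounds plus 3 SD, cut at about 73% in these data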;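 further: 0% = DMSO wells and 100% = reporter-only cells lacking LRH-1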
MC4R antag cAMP: MC4R antagonists of cAMP signaling, primary screen, cell-based, TR-FRET, antagonist arm of biased-ligand search; inhibition, % at 6.5 µM; MC4R-expressing cells, MTII-stimulated cAMP, LANCE TR-FRET; Melanocortin receptor 4 (Homo sapiens), P32245; hit rate 0.48% among 360,000;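 active means inhibition above its plate's cutoff, the mean of tested wells on that plate plus 3 SD, cut at about 29% in these data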;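 further: 0% = Melanotan II alone and 100% = Melanotan II plus saturating MCL0020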
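material = U2OS cells stably expressing human melanocortin 4 receptor (MC4R) | also added = Melanotan II challenge | dosing = single nominal compound dose of 6.5 µM | detection = TR-FRET with Eu-cAMP and labeled anti-cAMP, 671 nm | replication = singlicate | timing = compound 30 min, challenge 1 h, detection 1 h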
NR2F2 inh: NR2F2 transcriptional activity inhibitors, primary screen, cell-based, luciferase reporter, HEK293T, luminescence. hit rate 0.7% among 370,000. COUP transcription factor 2 (Homo sapiens), P24468. HEK293T NGFI-A luciferase reporter. AID 686940, 2013. inhibition, % at 8.6 µM;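 active means inhibition above a per-plate cutoff, mean inhibition of test wells between control levels plus 3 SD, cut at about 38% in these data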;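 further: cells cotransfected with COUP-TFII expression vector driving the NGFI-A reporter; 0% = median of COUP-TF2 test wells and 100% = reporter-only cells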
NCOA3 inh: SRC3 coactivator transcriptional activity inhibitors, primary screen, cell-based, luminescence | inhibition, % at 3.6 µM | hit rate 0.17% among 360,000 | HEK293 GAL4-SRC3 luciferase reporter;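 active means inhibition above a per-campaign cutoff, the mean of all compounds plus 3 SD, cut at about 60% in these data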;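 further: 0% = DMSO-treated cells and 100% = gossypol-treated cells at 36 µM; higher means less SRC3-driven luciferase light from the GAL4 reporter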
NCOA2 inhibitor: inhibition of GAL4-SRC2 driven luciferase reporter, primary screen, SRC2 inhibitor project, cell-based, luminescence; Nuclear receptor coactivator 2 (Homo sapiens), Q15596; HEK293 GAL4-SRC2 luciferase reporter; inhibition, % at 9 µM; hit rate 0.17% among 370,000;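 active means inhibition above the mean inhibition of all tested compounds plus 3 SD, set per campaign, cut at about 52% in these data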;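 further: 0% = DMSO treated cells and 100% = cells given Gossypol at 36 µM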
TLR9-MyD88 block: inhibitors of TLR9-MyD88 association in cells, primary screen, cell-based, CHO, BLA complementation, fluorescence; CCF4 FRET ratio; inhibition, % at 4.98 µM; hit rate 0.21% among 340,000;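 active means inhibition above the mean over all tested compounds plus 3 SD, cut at about 21% in these data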;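 further: 0% = DMSO only wells and 100% = clavulanate BLA inhibitor control wells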
Numbers without * were called inactive; . = no result given. A portion of the library; the hit share may differ from the screen's.

SMILES	NOD2 RIPK2 PPI	NR2F2 inh	ABHD5 PLIN5 PPI	TLR9-MyD88 block	NCOA3 inh	NCOA2 inhibitor	MC4R antag cAMP	MC4R ag barr	NCOA1 inh	EBV LMP1 NFkB	LRH-1 inv ag
CC(=O)N1C(=O)C2(C(C#N)=C(N)Oc3cc(C)oc(=O)c32)c2ccccc21 (stereo unspecified)	0	-3	-7	6	-4	1	-1	-0.6	-2	0	-15
O=C(Nc1ccc(S(=O)(=O)N2CCOCC2)cc1)c1cccnc1	1	-14	-11	-10	12	-43	13	-0.9	12	0	3
COc1cccc(CNC(=O)C2(C)Oc3ccccc3NC2=O)c1 (stereo unspecified)	-10	13	-8	-7	-20	5	-2	-1.9	-6	3	-12
Cc1cc(C)n(-c2ccc(F)cc2)c(=O)c1C(=O)O	-4	-1	6	0	-13	-5	-1	-2.3	2	7	2
O=C(O)c1ccc(S(=O)(=O)Nc2ccc(O)c(Sc3nc4ccccc4s3)c2)cc1	-2	13	4	0	-4	23	-7	-0.7	-19	-15	2
O=C(OCc1nnc(-c2ccc(Cl)cc2)o1)c1ccc(=O)n(Cc2ccccc2)n1	1	-3	-6	4	-31	1	10	-1.0	-9	-7	-11
CCCCc1nc(SCc2ccc([N+](=O)[O-])cc2)n[nH]1	-10	7	-5	0	21	-4	27	-1.2	18	-6	-5
Cn1c(N)c(C(=O)CSc2n[nH]c(N)n2)c(=O)n(C)c1=O	7	-2	3	3	-1	-18	12	1.7	4	-9	-11
C[C@H]1NC(=O)[C@@]2(C)[C@H](c3ccccc3)[C@H]3COc4ccccc4[C@@H]3N2C1=O	-7	2	5	0	-17	-10	1	-1.2	-6	9	-11
CC(C)C(=O)Nc1cc(=O)[nH]c2ncnn12	-4	-9	-1	-1	14	5	11	-0.5	-15	-13	5
Cc1c(Cl)cccc1NC(=O)CNC(=O)Cc1c[nH]c2ccccc12	0	-32	0	10	-4	-47	6	0.6	-2	-8	0
CC(C)(O)CNC(=O)C(Cc1ccccc1)N1C(=O)c2ccccc2C1=O (stereo unspecified)	-2	-11	7	10	-29	-11	6	-1.9	-26	10	10

4 compounds from above, sorted by number of heavy atoms, largest number first.
SMILES	NOD2 RIPK2 PPI	NR2F2 inh	ABHD5 PLIN5 PPI	TLR9-MyD88 block	NCOA3 inh	NCOA2 inhibitor	MC4R antag cAMP	MC4R ag barr	NCOA1 inh	EBV LMP1 NFkB	LRH-1 inv ag
O=C(O)c1ccc(S(=O)(=O)Nc2ccc(O)c(Sc3nc4ccccc4s3)c2)cc1	-2	13	4	0	-4	23	-7	-0.7	-19	-15	2
O=C(Nc1ccc(S(=O)(=O)N2CCOCC2)cc1)c1cccnc1	1	-14	-11	-10	12	-43	13	-0.9	12	0	3
CCCCc1nc(SCc2ccc([N+](=O)[O-])cc2)n[nH]1	-10	7	-5	0	21	-4	27	-1.2	18	-6	-5
Cc1cc(C)n(-c2ccc(F)cc2)c(=O)c1C(=O)O	-4	-1	6	0	-13	-5	-1	-2.3	2	7	2

The listing continues:
SMILES	NOD2 RIPK2 PPI	NR2F2 inh	ABHD5 PLIN5 PPI	TLR9-MyD88 block	NCOA3 inh	NCOA2 inhibitor	MC4R antag cAMP	MC4R ag barr	NCOA1 inh	EBV LMP1 NFkB	LRH-1 inv ag
COC(=O)C1CCN(C(=O)c2cc(-c3ccco3)nc3ccccc23)CC1	-10	5	10	6	-1	12	3	0.0	-25	7	14
CCN1C(=O)/C(=C2/Sc3ccccc3N2CC)SC1=S	0	5	0	-5	4	-54	-3	0.2	14	5	22
CCCCN(C)C(=O)c1nc2ccccn2c1CNCCCn1ncc2ccccc21	-4	14	-2	2	7	9	-2	-0.8	-2	-10	14
Cc1ccc(N(CCC(=O)O)S(=O)(=O)c2ccccc2)cc1	-3	4	4	8	8	-4	4	-0.5	7	4	6
Cc1ccc2nc(-c3cccc(N)c3)[nH]c2c1	-5	-13	-6	-3	-56	-6	2	-1.7	-76	20	-114
CN(C)c1ccc(C(=O)OCC(=O)Nc2cccc(S(=O)(=O)N3CCCC3)c2)cc1	-4	-8	-3	1	5	-7	17	-1.1	-13	-4	-24
CC(=O)NC1C(=O)N(CC(C)C)c2ccccc21 (stereo unspecified)	-18	15	-5	3	-3	-3	-3	0.3	6	-1	14
CCOC(=O)CCc1c(C)nc(-n2[nH]c(C)c(CCO)c2=O)[nH]c1=O	1	-2	7	1	11	1	13	-1.7	0	-1	-6
Nc1nnc(SCC(=O)NC2CCCc3ccccc32)s1 (stereo unspecified)	0	-4	-2	6	22	-17	4	0.3	3	-9	-3
Cc1cccc(C)c1NC(=S)NCCc1ccccn1	-6	4	-1	2	19	-16	6	-1.5	7	-5	12
CC1CCC(NC(=O)c2ccc(Br)o2)CC1 (stereo unspecified)	-2	1	-4	2	-2	-30	0	0.0	-29	-6	-18
COc1ccc(S(=O)(=O)NC(=O)C2(C)CCN2C(=O)C2CCCCC2)cc1OC (stereo unspecified)	3	3	6	.	-1	-27	9	-0.1	-12	.	-6
COc1cccc(C(=O)c2cn(CC(=O)NCc3ccco3)c3nc(C)ccc3c2=O)c1	1	9	20	-9	-3	18	12	-3.9	7	-5	3
CC(=O)N1N=C(c2cccs2)CC1c1cccs1 (stereo unspecified)	-13	-20	0	-1	19	1	-11	-3.5	-11	-13	-8
O=C(CN1CCN(C(=O)C2CCCO2)CC1)Nc1c(Cl)cccc1Cl (stereo unspecified)	-5	19	1	3	-9	3	15	-1.9	4	-2	0
CC(C)NCCOc1cccc(Br)c1	4	1	-4	5	6	4	1	-1.4	-31	-12	6
CCCC1=Nc2cc(C(=O)N3CCCC3)ccc2Sc2ccc(C)cc21	-1	14	7	-5	-4	-5	7	-2.4	-10	6	-12
O=C1CCC[C@@H]2Cc3nc4ccccc4cc3[C@@H]3CCN1[C@H]23	0	-5	0	-4	7	-41	3	-0.7	-27	-1	18
CCOC(=O)N1CCN(Cc2nc3c(c(=O)n(C)c(=O)n3C)n2CCC(C)C)CC1	-5	20	-2	13	14	-8	4	-0.6	10	3	31
COc1ccc(NCc2ccccc2[N+](=O)[O-])cc1OC	-5	4	-7	9	4	18	-2	-1.8	4	6	7
Cc1oc(S(=O)(=O)N(C)C)cc1C(=O)Nc1ccc(F)cc1	-8	-4	12	5	17	-18	7	3.0	21	10	-20
COC(=O)C1(S(=O)(=O)C2(C(=O)OC)CCCC2)CCCC1	-21	-5	7	3	5	1	8	2.0	-8	3	-1
Cc1cc(S(=O)(=O)Nc2cccnc2)c(C)s1	-4	-11	-4	5	0	10	1	-3.4	-14	-4	0
COc1ccc(CCNC(=O)C2CC(c3ccccc3F)=NO2)cc1 (stereo unspecified)	-19	-2	-6	-4	-8	10	-1	-0.9	3	-6	-1
COc1cc(OC)cc(C(=O)Nc2sc3c(c2C(N)=O)CCC3)c1	-14	-66	-3	-10	-46	-92	1	1.8	-11	-15	-20
C=CCN(CC=C)C(=S)NC(=O)/C=C/c1ccccc1	-1	-14	-2	-1	11	-8	5	-1.2	-29	0	5
Cc1ccc(C(=O)N/C(=C\c2cn(S(=O)(=O)N(C)C)c3ccccc23)C(=O)NCCCN2CCOCC2)cc1	2	7	4	-33	12	-1	7	1.0	14	-3	2
Cc1ccc(-n2c(C)nc3c(cnn3-c3ccccc3Cl)c2=O)cc1C	1	0	-2	2	-2	-14	-2	-1.0	-1	-6	-10
NS(=O)(=O)c1ccc(CCNc2cc(=O)n(Cc3ccc(F)cc3)c(=O)[nH]2)cc1	-3	-9	-4	4	13	22	8	-1.1	6	3	13
CC(C)[C@H](NS(=O)(=O)c1ccc2c(c1)OCCO2)C(=O)OCC(=O)Nc1cccc(Cl)c1Cl	-3	-3	-2	-5	12	-8	8	-0.7	-6	-10	0

Quoted from the listing.
MC4R antag cAMP, `CCCC1=Nc2cc(C(=O)N3CCCC3)ccc2Sc2ccc(C)cc21` → 7
NCOA1 inh, `COc1cc(OC)cc(C(=O)Nc2sc3c(c2C(N)=O)CCC3)c1` → -11
